DYRK1A inh: inhibitors of rat Dyrk1A kinase | ADP-Glo luminescence, NFATc1 peptide | 0.43% of 310,000 active | AID 504441 | inhibition, % at 12.5 µM | Q63470; in the data active = inhibition above about 50%;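 note: plate controls were vehicle with enzyme for no effect and no enzyme for full effect; many of its hits are not listed in these tables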
hERG protect: hERG (human) protection from proarrhythmic block; 0.51% of 310,000 active; CHO-hERG, FluxOR thallium flux, dofetilide IC70 present; activation (rescue from dofetilide block), less the hit threshold, % at 10 µM;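 active = activation above the mean of controls blocked by dofetilide plus 5 SD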;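 note: thallium influx through hERG after potassium depolarization seen as dye fluorescence rise; in these data hits start at about 4.7%; inactives centre near -7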
TMEM16A act: mouse TMEM16A channel activation, primary screen; Q8BHY3; HEK293 TMEM16A/YFP-H148Q/I152L, iodide quench fluorescence; active compounds read low; B-score at 10 µM; 0.3% of 340,000 active; AID 623877;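 active = fluorescence-ratio B-score plate-corrected deviation score at least 3 library SD below zero, with starting fluorescence score within 5 deviations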;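 note: channel opened by trigger with iodide after compound preincubation; score built on the fluorescence ratio of max minus min over baseline; more negative score means more quench and so TMEM16A activation or potentiation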
KCNQ1 block: human KCNQ1 channel inhibition | CHO-K1 KCNQ1, FluxOR thallium flux fluorescence; active compounds read high | P51787 | 1.3% of 310,000 active | B-score at 10 µM;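 active = compounds whose thallium flux B-score, printed positive for inhibition, exceeds three library SD while starting fluorescence stays within three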;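 note: channel opened by potassium depolarization with thallium stimulus after 20 min compound exposure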
KCNK3 inh: human KCNK3 channel inhibition, primary screen; B-score at 10 µM; O14649; 0.84% of 340,000 active; CHO-KCNK3 thallium flux, FluxOR fluorescence; active compounds read low;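 active = B-score under library mean minus 4 SD, starting fluorescence ratio at most library mean plus 5 SD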;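 note: more negative B-score means stronger inhibition of thallium flux through KCNK3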
Target sequence (O14649 whole entry, looked up): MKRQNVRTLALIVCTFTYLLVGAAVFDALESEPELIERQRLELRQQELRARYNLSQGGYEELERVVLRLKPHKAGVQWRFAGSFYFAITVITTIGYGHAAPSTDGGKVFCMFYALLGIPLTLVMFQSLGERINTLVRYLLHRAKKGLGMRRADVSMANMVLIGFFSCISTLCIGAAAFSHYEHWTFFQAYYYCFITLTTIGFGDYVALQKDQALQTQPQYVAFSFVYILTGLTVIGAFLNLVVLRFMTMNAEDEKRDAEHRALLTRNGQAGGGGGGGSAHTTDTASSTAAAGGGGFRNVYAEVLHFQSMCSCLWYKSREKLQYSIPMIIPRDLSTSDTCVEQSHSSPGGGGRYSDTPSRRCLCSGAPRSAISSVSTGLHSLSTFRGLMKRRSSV
KCNK9 inh: inhibitors of human KCNK9 two-pore domain potassium channel; Q9NPC2; HEK293 KCNK9, FluxOR thallium flux fluorescence; active compounds read low; B-score at 10 µM; 1.2% of 310,000 active;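 active = ratio B-score over 3 SD below the library mean, with starting fluorescence within 5 SD of its mean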;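 note: negative B-score means less thallium flux so channel inhibition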
Target sequence (Q9NPC2 whole entry, looked up, the tested form may be a part): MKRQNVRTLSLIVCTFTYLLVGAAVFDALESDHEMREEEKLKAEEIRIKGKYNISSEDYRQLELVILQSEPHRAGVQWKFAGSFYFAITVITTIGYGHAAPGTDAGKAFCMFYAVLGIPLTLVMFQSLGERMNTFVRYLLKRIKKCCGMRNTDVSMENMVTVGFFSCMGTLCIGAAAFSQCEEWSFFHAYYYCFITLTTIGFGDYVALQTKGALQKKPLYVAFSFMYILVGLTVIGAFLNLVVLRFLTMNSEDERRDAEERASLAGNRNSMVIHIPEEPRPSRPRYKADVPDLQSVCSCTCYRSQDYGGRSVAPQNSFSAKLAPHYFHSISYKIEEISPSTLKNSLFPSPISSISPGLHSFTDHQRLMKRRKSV
TMEM16A inh: inhibitors of mouse TMEM16A calcium-activated chloride channel; AID 588511; 1.2% of 310,000 active; normalized B-score (activity score, 25-100; higher = stronger inhibition) at 10 µM; Q8BHY3; HEK293 TMEM16A/YFP iodide influx fluorescence, ionomycin;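 active = ratio plate-corrected score three or more library SD toward inhibition, starting fluorescence score within five deviations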;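 note: score derived from kinetic fluorescence span divided by baseline fluorescence per well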
TRPC4 potent: allosteric potentiators of mouse TRPC4 channel; B-score at 10 µM; HEK293 TRPC4beta/mu-opioid, DAMGO EC20, Fluo-4 Ca2+ flux; active compounds read high; Q9QUQ5; 0.42% of 310,000 active;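 active = B-score of calcium response area above 5 SD of library B-scores, with initial fluorescence ratio within 5 SD of library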;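 note: B-score of integrated fluorescence ratio over time as area under calcium response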
KCNQ1 act: potentiators or activators of human KCNQ1 potassium channel | P51787 | CHO-K1 KCNQ1, thallium flux FluxOR fluorescence; active compounds read high | B-score at 10 µM | 0.35% of 310,000 active | AID 2648;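 active = fluorescence ratio B-score, a plate-corrected score, at least three library SD, with initial intensity B-score within 5 SD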
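Schedule – 37 °C overnight plating, 90-min dark dye load, 20-min compound pretreatment · System – stable KCNQ1 CHO-K1 line · Probe or stimulus – thallium- and potassium-containing depolarizing buffer · Measured by – kinetic FluxOR fluorescence, 10 s baseline plus 110 s post-stimulus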
HDAC3 inh: inhibitors of human histone deacetylase 3. recombinant HDAC3, fluorogenic peptide/trypsin coupled, fluorescence. O15379. 0.15% of 320,000 active. inhibition, % at 8.3 µM; in the data active = inhibition above about 26%, passing the limit was not always enough
TRPC4 act: activators of mouse TRPC4 channel. HEK293 TRPC4beta/mu-opioid, Fluo4 calcium fluorescence; active compounds read high. B-score at 10 µM. 0.49% of 310,000 active. AID 2237;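 active = B-score above 5 SD of library B-scores, and initial fluorescence ratio not above library mean plus 5 SD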;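 note: positive B-score marks a calcium rise read as TRPC4 activation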
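Assay system – TRPC4beta and mu-opioid receptor HEK293 stable cells · Measured by – Fluo4 fluorescence, kinetic · Schedule – dye loading 45 min room temperature, 110 s kinetic read · Read-out – B-scored integrated calcium fluorescence ratio · Controls – buffer and maximal DAMGO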
* = called active by the depositor; i = inactive; · = no result given. The list is partial; rates above refer to the full screens.

smiles | DYRK1A inh | hERG protect | TMEM16A act | KCNQ1 block | KCNK3 inh | KCNK9 inh | TMEM16A inh | TRPC4 potent | KCNQ1 act | HDAC3 inh | TRPC4 act
Cc1c(C(=O)NCc2ccccn2)oc2ccc(Br)cc12 | · | -8 | i | i | i | i | i | i | i | 3 | i
CCc1ccc(/C=N\n2cnnc2)cc1 | 0 | -5 | i | i | i | i | i | i | i | -5 | i
CCOCCCNS(=O)(=O)c1ccc(-n2cnnn2)c(OC)c1 | 5 | -4 | i | i | i | i | i | i | i | · | i
Cc1ccc2[nH]c(-c3cccc(N)c3)cc2c1 | -1 | 2 | i | i | i | i | i | i | i | -42 | i
CCCCN(C(=O)Cc1ccc(S(=O)(=O)N2CCOCC2)s1)c1c(N)n(CCCC)c(=O)[nH]c1=O | -5 | -8 | i | i | i | i | i | i | i | 3 | i
CNC(=S)N(CCc1c(C)[nH]c2ccc(Cl)cc12)Cc1cccs1 | · | -15 | · | i | · | i | i | i | i | 10 | i
CCCCSc1nc2c(=O)[nH][nH]c(=O)c2n1Cc1ccccc1 | 3 | -6 | i | i | i | i | i | i | i | -2 | i
CCOC(=O)N1CCN(S(=O)(=O)c2ccc(C)cc2)C1c1ccc(OC)cc1 (stereo not drawn) | 0 | -5 | i | i | i | i | i | i | i | 10 | i
COc1cc(OC)c(C2C(C(=O)O)c3ccccc3C(=O)N2C)cc1OC (stereo not drawn) | -10 | -4 | i | i | i | i | i | i | i | 9 | i
COc1ccc(N2CCC(CNC(=O)Nc3ccc(C)c(C)c3)C2)cc1 (stereo not drawn) | 5 | -3 | i | i | i | i | i | i | i | -5 | i
CCN(CC(=O)Nc1ccc2c(c1)OCCO2)C(=O)c1cccc(OCC(C)C)c1 | -1 | -15 | i | i | i | i | i | i | i | 12 | i
Cc1cc(C(=O)COc2cccnc2[N+](=O)[O-])c(C)n1-c1ccccc1 | 2 | -7 | i | i | i | i | i | i | i | 1 | i
O=C(c1ccc(Cl)cc1)N(Cc1ccc(Br)cc1)N1C(=O)CCC1=O | -3 | -8 | i | i | i | i | i | i | i | -6 | i
CCOc1ccc(-n2c(=O)[nH]cc(C(=O)N3CCCc4ccccc43)c2=O)cc1 | -3 | -11 | i | i | i | i | i | i | i | 3 | i
C/C(=N\Nc1ccc(C(F)(F)F)cc1[N+](=O)[O-])C(C)C | 5 | -6 | i | i | i | i | i | i | i | 3 | i
CCCCC(=O)Nc1ccc(NC(=O)c2cc(OC)c(OC)c(OC)c2)cn1 | 11 | -10 | i | i | i | i | i | i | i | -3 | i
COc1cc(NC(=O)CCNC(=O)Cn2cnc3sc4c(c3c2=O)CCCC4)cc(OC)c1OC | 0 | -4 | i | i | i | i | i | i | i | -6 | i
c1ccc(-n2nnnc2SCc2cccc3nsnc23)cc1 | 8 | -14 | i | i | i | i | i | i | i | -5 | i
COc1ccc(OC)c(Nc2nc(-c3ccccc3O)nc3ccccc23)c1 | -1 | -3 | i | i | i | i | i | i | i | -3 | i
Cc1ccccc1N(C(=O)CCC(=O)Nc1ccccn1)C(C(=O)NC(C)C)c1ccc(O)cc1 (stereo not drawn) | 2 | 1 | i | i | i | i | · | i | i | · | i
Cc1ccc(SCC(=O)N2CCC(C(N)=O)CC2)cc1 | 7 | -3 | i | i | i | i | i | i | i | 1 | i
O=C(/C=C/c1ccco1)Nc1ccc(-c2nc3ccccc3[nH]2)cc1 | -10 | -8 | i | i | i | i | i | i | i | 4 | i
CN1CCN(c2nc(NCCOC34CC5CC(CC(C5)C3)C4)nc(OCC(F)(F)F)n2)CC1 | 48 | -12 | i | i | i | i | i | i | i | 5 | i
Cc1cccc(CN2CCOCCS2(=O)=O)c1 | 5 | -8 | i | i | i | i | i | i | i | -6 | i
CCc1ccc(N2CC(C(=O)N3CCCC3)CC2=O)cc1 (stereo not drawn) | -2 | -10 | i | i | i | i | i | i | i | 0 | i

More compounds
smiles | DYRK1A inh | hERG protect | TMEM16A act | KCNQ1 block | KCNK3 inh | KCNK9 inh | TMEM16A inh | TRPC4 potent | KCNQ1 act | HDAC3 inh | TRPC4 act
NC1=NC(=O)C2(COC(c3cccnc3)OC2)S1 (stereo not drawn) | 3 | -9 | i | i | i | i | i | i | i | 11 | i
COc1ccc(Cn2c(C3CC3)nc3ccc(NC(=O)C4CC4)cc3c2=O)cc1 | 5 | -6 | · | i | i | i | i | i | i | -4 | i
NS(=O)(=O)c1cccc(NC(=O)COC(=O)C2(c3cccc(F)c3)CCCC2)c1 | -1 | -12 | i | i | i | i | i | i | i | 1 | i
CCc1nn(CC(=O)N(C)C2CCCCC2)c(=O)c2cc3cc(C)ccc3n12 | -2 | -11 | i | i | i | i | i | i | i | · | i
COc1ccc(-c2nnc3ccc(SCC(=O)Nc4nc5ccc(C)cc5s4)nn23)cc1OC | 1 | -7 | i | i | i | i | i | i | i | -4 | i
CCCC(=O)N=c1sc2cccc(F)c2n1C | -7 | -7 | i | i | i | i | i | i | i | 3 | i
COc1cc(OC)c(C(=O)CCC(=O)O)cc1OC | -1 | -5 | i | i | i | i | i | i | i | 1 | i
COc1cc(-c2cc(C(F)(F)F)n3ncc(C(=O)O)c3n2)cc(OC)c1OC | 1 | -3 | i | i | i | i | i | i | i | 4 | i
Cn1c(SCC(=O)NNC(=O)c2ccccc2O)nnc1-c1ccccc1 | 2 | -15 | i | i | i | i | i | i | i | -5 | i
COCCNC(=S)N(CCc1c(C)[nH]c2ccc(Cl)cc12)Cc1cccs1 | 5 | -24 | i | i | i | i | 100* | i | i | 13 | i
COC(=O)CN1C(=O)COc2ccc(S(=O)(=O)NCc3ccc(F)cc3)cc21 | 2 | -3 | i | i | i | i | i | i | i | -5 | i
CN1CCC=C(C(=O)N2c3ccccc3Sc3ccc(Cl)cc32)C1 | -11 | -6 | i | i | i | i | i | i | i | -2 | i
CCN(CC)S(=O)(=O)c1ccc(NC(=O)COC(=O)c2ccc(NC(=O)CC#N)cc2)cc1 | -6 | -1 | i | i | i | i | i | i | i | 2 | i
O=C1CN(C(=O)CSc2nnc3ccccn23)c2ccccc2N1 | -3 | -7 | i | i | i | i | i | i | i | -1 | i
CCOC(=O)/C(C)=N/NC(=O)c1cccc([N+](=O)[O-])c1 | -4 | 12* | i | i | i | i | i | i | i | 0 | i
Cc1nnc(SCC(=O)NC2CC2)s1 | 4 | -13 | i | i | i | i | i | i | i | -4 | i
CCOc1ccc2[nH]c(=O)c(CN(Cc3ccco3)C(=O)c3ccc(Br)cc3)cc2c1 | 0 | -4 | i | i | i | i | · | i | i | · | i
Cc1ccc2nc(-c3ccc(SCC(=O)Nc4cc(C)on4)nc3)[nH]c2c1 | 5 | -7 | i | i | i | i | i | i | i | 12 | i
COC(=O)c1ccc(C(=O)OC)c(NC(=O)CSc2cccc[n+]2[O-])c1 | 15 | -6 | i | i | i | i | i | i | i | 11 | i
Cc1nn(Cc2ccccc2)c(Cl)c1/C=C/C(=O)OCC(=O)NC(C)C(C)C (stereo not drawn) | -3 | -6 | i | i | i | i | i | i | i | 0 | i
CCCCOc1ccc(C(=O)Nn2cnnc2)cc1 | 10 | -10 | i | i | i | i | i | i | i | 3 | i
CCN(CC)C(=O)C1CCCN(c2ccc([N+](=O)[O-])cc2/C=N/NC(=O)c2ccc([N+](=O)[O-])cc2)C1 (stereo not drawn) | 2 | -12 | i | i | i | i | i | i | i | 8 | i
O=C(NN=C1CCCCC1)c1ccccc1OCc1ccc(F)cc1 | 0 | -10 | i | i | i | i | i | i | i | -6 | i
CSc1nc(N(C)CCO)c2sc3nc(-c4ccco4)c4c(c3c2n1)CCC4 | 4 | -5 | i | i | i | i | i | i | i | -4 | i
OCC1(Cc2cccc(Cl)c2)CCCN(Cc2ccc3cc(F)ccc3n2)C1 (stereo not drawn) | -1 | -11 | i | i | i | i | i | i | i | 6 | i

Carrying on:
smiles | DYRK1A inh | hERG protect | TMEM16A act | KCNQ1 block | KCNK3 inh | KCNK9 inh | TMEM16A inh | TRPC4 potent | KCNQ1 act | HDAC3 inh | TRPC4 act
CCc1nc2ccc(C(=O)Nc3nnc(C)s3)cc2nc1CC | 0 | -5 | i | i | i | i | i | i | i | 3 | i
Cc1cccc(NC(=O)CN2CCOCC2)c1C | 0 | -4 | i | i | i | i | i | i | i | -6 | i
O=C(CSc1nnc(NC(=O)c2cccc(F)c2)s1)NC1CC1 | 4 | -4 | i | i | i | i | i | i | i | 2 | i
CC(C)C[C@H](N)c1nnc(S(=O)(=O)Cc2cccc(F)c2)o1 | 3 | -11 | i | i | i | i | i | i | i | 6 | i
CC(OC(=O)C1COc2ccccc2O1)C(=O)N(C)c1ccccc1 (stereo not drawn) | -1 | -10 | i | i | i | i | i | i | i | -11 | i
Cc1cc(OCC(=O)Nc2cc(C(C)(C)C)on2)ccc1[N+](=O)[O-] | -9 | -12 | i | i | i | i | i | i | i | 11 | i
CC(C)=C1C(=O)NN(c2cccc(Cl)c2)C1=O | 2 | -7 | i | i | i | i | i | i | i | 3 | i
CCC(C)NC(=O)C1CCN(C(=O)N(C)C)CC1 (stereo not drawn) | -2 | -2 | i | i | i | i | i | i | i | -2 | i
Cc1nccn1CC(=O)O | · | -9 | · | i | · | i | i | i | i | -1 | i
COc1ccc(C(=O)CSc2nnc(Cc3ccccc3)o2)cc1 | 1 | 2 | i | i | i | i | i | i | i | -1 | i
CCCCOCCCNC(=O)N[C@H](C(=O)O)C(C)CC (stereo partly drawn) | -5 | -6 | i | i | i | i | i | i | i | -10 | i
CCOc1ccc(-c2nc(N)nc(C)c2-c2ccc(OC)c(OC)c2)c(O)c1 | -6 | · | i | · | i | · | i | · | · | -3 | ·
O=C(NC1CCCCC1)C1CC(=O)N(CCc2ccccc2)C1 (stereo not drawn) | -18 | -7 | i | i | i | i | i | i | i | -3 | i
CC(C)CCn1c(SCC(=O)Nc2ccccc2C(F)(F)F)nc2nccnc2c1=O | -6 | -8 | i | i | i | i | i | i | i | 4 | i
COc1ccc(OC)c2[nH]c(C(=O)O)cc12 | -27 | 1 | i | i | i | i | i | i | i | -6 | i

Quoted at random: four entries already listed.
smiles | DYRK1A inh | hERG protect | TMEM16A act | KCNQ1 block | KCNK3 inh | KCNK9 inh | TMEM16A inh | TRPC4 potent | KCNQ1 act | HDAC3 inh | TRPC4 act
O=C(CSc1nnc(NC(=O)c2cccc(F)c2)s1)NC1CC1 | 4 | -4 | i | i | i | i | i | i | i | 2 | i
CC(C)=C1C(=O)NN(c2cccc(Cl)c2)C1=O | 2 | -7 | i | i | i | i | i | i | i | 3 | i
CCCCOCCCNC(=O)N[C@H](C(=O)O)C(C)CC (stereo partly drawn) | -5 | -6 | i | i | i | i | i | i | i | -10 | i
CC(C)CCn1c(SCC(=O)Nc2ccccc2C(F)(F)F)nc2nccnc2c1=O | -6 | -8 | i | i | i | i | i | i | i | 4 | i

High-throughput results as filed in PubChem.
